Yfh1-depleted yeast: mitochondrial function rescue without frataxin homolog – Friedreich's ataxia, plus single-dose screen, dose response (AID 1465); S. cerevisiae Yfh1-off respiration, WST-1 reduction, 72 h; higher fold induction means a stronger effect; fold induction at 50 µM, or EC50 in µM where a hit was titrated; hit rate 0.074% among 220,000;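 active = fold induction of absorbance versus untreated yeast above a set limit, then at least 30% activation at any dose in follow-up; inconclusive = repeats straddling the limit, or above it without dose testing; inactive = fold induction below the set limit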;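 also: activators that raise dye reduction in frataxin-depleted yeast; strong numbers were not always called active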
Dynein cargo inh: blocks dynein driven cargo transport along microtubules; 3617.4 mouse cells, GR-EGFP nuclear translocation imaging; test concentration mostly 20 µM; stimulated with dexamethasone, 1 µM; stronger effect = lower value; z-score, hits read low; hit rate 0.47% among 220,000; AID 1381;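 active = plate z-score of nuclear minus cytoplasmic receptor signal below a set negative limit, without overly bright fluorescence or cell loss, cut at about -3.5 in these data, passing the limit was not always enough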;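 also: z-score of nuclear minus cytoplasmic ring GR-EGFP intensity difference per well; some compounds called inactive have numbers as strong as hits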
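medium = tetracycline-free induction medium containing charcoal-stripped FBS | also added = 1.0 µM final dexamethasone stimulus | schedule = 48 h induction, 1 h compound, 30 min dex at 37 °C | technique = fixed, Hoechst-stained cells imaged at 10x for EGFP | measure = GR-EGFP nuclear translocation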
Insulin prom up: MIN6 insulin promoter up-regulation; MIN6 insulin promoter-GFP reporter, high-content imaging; stronger effect = higher value; z-score at 5 µM; hit rate 0.3% among 190,000;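 active = z-score above 3 at 5 µM with at least 500 cells counted in the well; inconclusive = wells under 500 cells, flagged as cytotoxic or low count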
Autophagy HCS: autophagy modulation, high-content screen; MEF GFP-LC3 puncta imaging; test concentration mostly 10 µM; calls only at 10 µM (by protocol); hit rate 0.98% among 190,000; AID 463193;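 active = percentage of spot-positive cells more than 3 SD above its plate mean, without a fluorescence outlier flag or 80% toxicity; inconclusive = no clear call, values can overlap the other calls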;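 also: spot-positive cell cutoff set from DMSO-treated cells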
MT stabilize HCS: microtubule stabilization, imaging screen. HeLa tubulin immunostaining HCS, 24 h; share of cells brighter than vehicle mean+2SD. % tubulin-high responders, % at 10 µM. hit rate 0.83% among 200,000. AID 2205;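 active = plate Z-score above 3 for both tubulin-high and condensed-nucleus cell shares, with cell loss under 80%, at 10 µM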;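 also: anti alpha tubulin signal scored within the nucleus-defined area of each cell; some results filed as inactive read as strong as hits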
M1AAP inhibition: malaria alanyl aminopeptidase activity blockers – biochemical, fluorogenic H-Leu-NHMec substrate, 1536-well (AID 1445); recombinant M1AAP, H-Leu-NHMec fluorogenic kinetic assay; higher % means a stronger effect; inhibition, % at 30 µM; hits with a dose series show IC50 in µM; hit rate 0.42% among 220,000;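 active = primary inhibition above the hit cutoff, then over 50% inhibition at one or more dose response concentrations, cut at about 23% in these data, passing the limit was not always enough; inconclusive = conflicting primary data, or primary hits not chosen for dose response; inactive = low primary inhibition, or under 50% at every dose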;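 also: plate controls were DMSO full reaction for no effect and no enzyme background for full effect; strong numbers were not always called active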
Hep lipid drop: modulators of hepatic lipid droplet formation; hit rate 0.4% among 240,000; inhibition, % at 6.5 µM; AML12 mouse hepatocytes, oleate lipid droplets, BODIPY imaging;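 active = lipid droplet intensity inhibited by at least 50%, with more than 500 cells counted; inconclusive = wells with under 300 cells, treated as cytotoxic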
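Test system: AML12 mouse liver cells; schedule: overnight exposure; technique: high-content imaging of BODIPY-stained droplets and DAPI nuclei; read-out: % inhibition of corrected integrated BODIPY droplet signal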
P. falciparum M17LAP: P. falciparum M17LAP inhibitors, primary screen, biochemical, fluorogenic H-Leu-NHMec substrate, 1536-well (AID 1619); recombinant M17LAP, H-Leu-NHMec fluorogenic kinetic assay; higher % means a stronger effect; one-dose inhibition, % at 30 µM; IC50 in µM for titrated hits; hit rate 0.38% among 220,000;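 active = compound inhibiting the enzyme by more than half at any dose during confirmatory dose-response retesting; inconclusive = strong single-dose inhibitors picked by rank but not retested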;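 also: plate controls were full reaction with DMSO carrier for no effect and no enzyme background for full effect; strong numbers were not always called active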
CSM14.1 death rescue: protection against thapsigargin-triggered cell killing – 384-well, CSM14.1, ATP luminescence, primary screen (AID 1222); CSM14.1 thapsigargin-induced death rescue, ATP luminescence; higher % means a stronger effect; one-dose cellular ATP content (survival), % at 20 µM; EC50 in µM for titrated hits; 190,000 tested, under 10 active;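 active = EC50 below 50 µM in the dose-response confirmation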;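 also: death triggered by thapsigargin at about 15 µM added after 2 h compound pretreatment; cell ATP read after overnight thapsigargin exposure of roughly 18 to 22 hours; normalized against plate controls of thapsigargin alone and 5% DMSO vehicle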
Dynein cargo inh cytoplasmic EGFP: further read-out of Dynein cargo inh, marked with its call; z-score; measured here: cytoplasmic GR-EGFP intensity; stronger effect = higher value
Dynein cargo inh nuclear GR-EGFP: recorded beside Dynein cargo inh, whose call it bears; z-score; measured here: nuclear GR-EGFP intensity;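 lower value marks the stronger effect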
Dynein cargo inh cell count: recorded beside Dynein cargo inh, whose call it bears; z-score; measured here: cell count per field
Insulin prom up cell count: also measured in Insulin prom up; calls as there; cell count; measured here: cytotoxicity, nuclei count;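 total cells summed across four imaged fields per well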
Hep lipid drop cells 6.5 µM: also measured in Hep lipid drop; calls as there; cell count; measured here: cell count, cytotoxicity flag;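 cells counted across two imaged fields per well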
MT stabilize HCS Hoechst-high %: further read-out of MT stabilize HCS, marked with its call; % Hoechst-high responders; measured here: nuclear condensation Hoechst responders;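 share of cells brighter than vehicle mean plus two SD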
MT stabilize HCS cytotoxicity %: further read-out of MT stabilize HCS, marked with its call; toxicity, %; measured here: cytotoxicity by cell density;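 0% = mean cell density of plate MIN control wells and 100% = no cells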
Autophagy HCS cell loss 18 h: further read-out of Autophagy HCS, marked with its call; toxicity, %; measured here: cell loss, nuclei count;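 cell loss after 18 h compound exposure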
An asterisk follows results filed as active; i = inactive; ? = inconclusive; / = not tested or not shown.

SMILES | Yfh1-depleted yeast | Dynein cargo inh | Dynein cargo inh cytoplasmic EGFP | Dynein cargo inh nuclear GR-EGFP | Dynein cargo inh cell count | Insulin prom up | Insulin prom up cell count | Autophagy HCS | Autophagy HCS cell loss 18 h | MT stabilize HCS | MT stabilize HCS Hoechst-high % | MT stabilize HCS cytotoxicity % | M1AAP inhibition | Hep lipid drop | Hep lipid drop cells 6.5 µM | P. falciparum M17LAP | CSM14.1 death rescue
CC(C)Oc1ccc(/C=C/C(=O)NCC2COc3ccccc3O2)cc1 (centres undefined) | i | -1.2 | -0.24 | -0.6 | 0.96 | 0.23 | 1501 | / | / | / | / | / | 7% | -7 | 693 | 11% | /
CCOc1ccc2[nH]c(=O)c(CN(CCO)Cc3nnnn3CCc3ccccc3)cc2c1 | i | 0.77 | -0.079 | 0.65 | -0.51 | -0.07 | 955 | i | 12 | 0.8 | 0.9 | 2.0 | 10% | -4 | 781 | -6% | 0.7%
Cc1ccc(S(=O)(=O)N(C)c2ccc3ccccc3c2)cc1 | i | -0.76 | -0.079 | -0.078 | 1.4 | 0.68 | 1184 | i | 25 | 2.4 | 3.5 | 11 | 4% | -9 | 689 | -2% | -0.4%
Cc1cc(C)nc(N(C#N)Cc2ccc(Cl)cc2)n1 | i | -0.27 | -0.25 | -0.082 | 1.3 | 0.9 | 1607 | i | 0 | 1.3 | 1.8 | 5.5 | 5% | 7 | 735 | 12% | 7.1%
CC(C)(C)c1ccc(C2=NC(=O)C(CC(=O)O)S2)cc1 (centres undefined) | i | 0.97 | -0.16 | 1.3 | -1.8 | 0.29 | 1059 | / | / | / | / | / | 15% | 6 | 667 | 19% | /
COc1ccc(/C=C/C(=O)NCC2COc3ccccc3O2)cc1OC (centres undefined) | i | 1.2 | -0.29 | 1 | -0.0029 | 1.2 | 1570 | i | -16 | 2.2 | 1.7 | 4.8 | / | -1 | 748 | / | 1.2%
O=C(Nc1ccccc1)NC1(C(=O)NCc2cccs2)CCCCC1 | i | -0.041 | -0.13 | -0.17 | -0.8 | 0.1 | 1904 | i | 19 | 2.5 | 1.6 | 9.4 | -5% | -5 | 650 | 3% | 3.3%
Cc1nc2ccccc2n1CCc1nc2c3ccccc3nc(=S)n2[nH]1 | i | -0.23 | -0.21 | 0.073 | 0.33 | -0.44 | 928 | i | -11 | 2.5 | 1.5 | 6.6 | 6% | / | / | 54% | -0.3%
OC(COc1ccc(Cl)cc1)CN1CCN(c2cccc(Cl)c2)CC1 (centres undefined) | i | -0.57 | -0.24 | 0.13 | 0.76 | 0.15 | 1051 | / | / | / | / | / | 2% | 6 | 713 | -3% | /
COc1cc(CN2CCCC(C(=O)c3ccccc3SC)C2)cc(OC)c1 (centres undefined) | i | 0.1 | -0.15 | 0.13 | -0.14 | / | / | i | -1 | 2.1 | 2.8 | 6.4 | 3% | -38 | 673 | -6% | -2.6%
Cc1ccc(-c2nn(-c3cc(N4CCNCC4)ccc3[N+](=O)[O-])c(=O)c3ccccc23)cc1 | i | -1.4 | 3 | -0.27 | -3.4 | -2.7 | 591 | i | 37 | 18 | 2.0 | 4.9 | 6% | 4 | 672 | 4% | -4.0%
CC(C)CCn1cnc2c(NCc3ccccc3)ncnc21 | i | -0.62 | 0.021 | -0.011 | -0.13 | 0.27 | 922 | i | 4 | 1.8 | 1.2 | 7.0 | -10% | 16 | 780 | 6% | -2.9%
CC(=O)Nc1ccc(SC[C@H](Cc2ccccc2)N2CCN(CCc3ccccc3)CCC2=O)cc1 | i | 0.32 | -0.65 | 0.1 | -0.65 | / | / | / | / | / | / | / | 1% | -2 | 705 | -4% | /
ClCc1csc(-c2ccc(Cl)cc2)n1 | i | -1.4 | -0.31 | -0.82 | 0.91 | 0.05 | 1239 | i | 0 | 3.8 | 2.9 | 3.1 | -4% | 3 | 758 | 6% | -2.6%
O=C(/C=C/c1cccs1)N1CCN(Cc2ccc3c(c2)OCO3)CC1 | i | 2.1 | 0.38 | 0.56 | -0.85 | 0.1 | 1396 | i | -7 | 3.2 | 1.8 | 3.6 | ? | -8 | 573 | 18% | -0.5%
COc1ccccc1NC(=S)N1CCN(c2nc(-c3ccccc3)cs2)CC1 | i | -0.24 | -0.16 | 0.11 | -0.42 | -0.18 | 1416 | i | 17 | 3.0 | 1.1 | 9.6 | 0% | 1 | 713 | 4% | 3.8%
Cc1cccc(N2CCN(C(=O)c3ccc4nc(-c5ccco5)c(-c5ccco5)nc4c3)CC2C)c1 (centres undefined) | i | -0.94 | -0.036 | -1.2 | 0.058 | / | / | i | -4 | 2.4 | 2.3 | 7.1 | 10% | / | / | 4% | 5.3%
CCOC(=O)c1ccc(N=C2NC(=O)CS2)cc1 | i | 0.61 | -0.3 | 0.55 | 0.066 | 1 | 1263 | i | 5 | 2.5 | 2.4 | 9.7 | 15% | -5 | 668 | 16% | -2.2%
Cc1ccc(-c2csc(NC(=S)NC(=O)/C=C/c3ccco3)n2)cc1 | i | -0.42 | -0.19 | -0.36 | 0.61 | 0.25 | 1291 | i | 21 | 32* | 28* | 30* | 18% | / | / | 8% | 1.8%
Cc1c(Cl)cccc1NC(=S)NCc1cccn1C | i | -0.17 | -0.27 | -0.32 | 0.3 | -0.82 | 1249 | i | 1 | 2.4 | 3.6 | 4.4 | 6% | -3 | 624 | 6% | 7.7%
Cn1c(NC(=O)/C=C/c2ccc(Cl)c(Cl)c2)cc(=O)n(C)c1=O | i | -0.24 | -0.17 | -0.069 | 0.32 | -0.17 | 1219 | i | -1 | 2.3 | 2.4 | 1.7 | 2% | 11 | 650 | 5% | -1.1%
COC(=O)c1ccc(COc2cccc(OC)c2)o1 | i | -0.28 | -0.26 | 0.22 | 0.14 | 0.04 | 1234 | i | -11 | 3.8 | 2.2 | 3.2 | 4% | -3 | 682 | 1% | /
CSc1ccccc1NC(=O)Nc1ccc(F)c(Cl)c1 | i | -0.17 | -0.04 | -0.54 | -0.46 | / | / | i | -3 | 3.2 | 2.3 | 6.2 | 11% | / | / | 1% | -4.0%
COc1ccc(Cn2c(=O)cc(C)[nH]c2=S)cc1 | i | -0.73 | -0.27 | -0.4 | 1.1 | 0.08 | 1506 | i | -5 | 1.5 | 1.7 | 7.8 | 3% | 16 | 684 | 13% | 1.6%
CCC(CC)NCc1ccc(OC)cc1OC | i | -0.51 | -0.048 | -0.32 | 0.63 | 0.3 | 1660 | i | 1 | 3.4 | 2.1 | 4.2 | 1% | 10 | 657 | -1% | 2.8%
CC(C)(C)NC(=O)C1CC(=O)OC12CCOC(C)(C)C2 (centres undefined) | i | 0.36 | -0.3 | -0.17 | 0.13 | -0.22 | 1460 | i | -11 | 2.0 | 1.4 | 13 | -3% | -4 | 694 | -2% | 0.9%
C/C(=N\Nc1ccccc1)c1c(O)cc(C)oc1=O | i | 0.068 | -0.25 | -0.3 | 1 | -0.43 | 1315 | i | -9 | 3.5 | 3.4 | 5.7 | -1% | / | / | 5% | 0.0%
O=C(O)CSc1ncnc2scc(-c3ccccc3)c12 | i | 0.83 | -0.29 | 0.24 | 0.2 | 0.36 | 1163 | / | / | / | / | / | 3% | -9 | 711 | -3% | /
COc1ccc(N=c2oc3cc(O)ccc3cc2C(=O)Nc2ccccn2)cc1OC | i | -0.8 | -0.34 | -0.35 | 0.61 | -3.2 | 1316 | ? | / | 4.9 | 1.6 | 2.4 | 2% | 34 | 698 | -3% | 1.2%
CC1CCN(c2ccc(N3C(=O)C4CCCCC4C3=O)cc2[N+](=O)[O-])CC1 (centres undefined) | i | -0.64 | -0.26 | -0.61 | 0.39 | -1.8 | 1356 | i | -8 | 1.6 | 2.0 | 4.2 | 2% | -3 | 684 | 7% | 0.1%
COc1ccc(CCNc2oc(Cc3cccc4ccccc34)nc2C#N)cc1OC | i | 0.24 | -0.2 | 0.15 | 0.91 | -0.45 | 1110 | i | -4 | 3.3 | 2.5 | 7.0 | 7% | -4 | 773 | 6% | /
CCCCN1CC(O)=C(c2nc(-c3ccc(Br)cc3)cs2)C1=N | i | 0.87 | -0.28 | 0.11 | 0.11 | 0.14 | 1379 | / | / | / | / | / | -1% | 2 | 736 | 0% | /
COc1cc(CNn2cn[nH]c2=S)cc(Br)c1OCc1ccccc1F | i | -1.6 | 0.23 | -0.16 | -0.2 | -1.2 | 1356 | i | -17 | 2.1 | 2.9 | 6.3 | 9% | 0 | 700 | -1% | 0.2%
CCC(c1nnnn1Cc1ccco1)N1CCN(C(=O)c2ccco2)CC1 (centres undefined) | / | 1.6 | 0.64 | 1.5 | -0.58 | 0.94 | 1264 | i | 10 | 6.8 | 3.1 | 7.0 | 5% | / | / | -4% | -1.6%
Nc1nc(Br)c2c(F)cccc2c1-c1ccccc1 | / | -0.73 | -0.19 | -0.74 | 1 | / | / | i | -1 | 1.4 | 1.7 | 5.2 | 1% | / | / | -2% | -1.1%

Screening results deposited in PubChem by several laboratories.
